HP1b binding inh – HP1-beta chromodomain-methylated histone interaction inhibition. Potency, µM (top dose mostly 114 µM), for the others: at the top dose activity change, negative = inhibition, usual class: inhibitors. P83916. 390,000 compounds, 0.56% hits. AlphaScreen HP1-beta / biotin-H3K9me3 peptide binding; note: potency is the fitted concentration of half-maximal effect; nearly all actives have a fitted effect of over 70% in size; inactives centre near 23
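AlphaScreen: HP1-beta (50 nM) preformed 30 min with biotin-H3(1-18)K9me3 peptide (50 nM) in PBS pH 7.4, 0.01% Tween-20. Compound added for 30 min at RT, then streptavidin donor/nickel chelate acceptor beads (10 ug/mL) for 30 min.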
ERG-DNA inh – blocks human ERG Ets domain binding to DNA; P11308; fluorescence polarization, His-ERG Ets domain / labelled DNA; Potency, µM (top dose mostly 76.9 µM), without a hit: at the top dose FP activity, negative = inhibition, actives largely listed as inhibitors; 370,000 compounds, 0.028% hits; active = well fitted inhibition curve with a large enough effect in the polarisation, with a control signal flat; inconclusive = small, poorly fitted or top-dose-only effect, or effect the other way, or a change in a side signal; inactive = no such curve, though single readings can be large or run the other way; the % refers to the polarisation;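 note: polarization taken with two DNA probes labelled with fluorescein and Texas red; potency is the fitted concentration of half-maximal effect; % of control where 0% means no effect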
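His-tagged ERG Ets domain (1 uM in the protein solution; 300mM KCl, 50mM Tris-HCl, 1mM EDTA, 1mM DTT, pH 7.5) received compound, then a probe mix of 5 nM fluorescein-DNA and 100nM Texas-615-DNA. Fluorescence polarization was read for both dyes.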
BAZ2B inh – inhibitors of human BAZ2B bromodomain; Potency, µM (series often up to 114 µM), without a hit: top-dose activity change, negative = inhibition, usual class: inhibitors; Q9UIF8; 360,000 compounds, 4.4% hits; AlphaScreen BAZ2B-H3K14Ac peptide displacement; note: potency is the fitted concentration of half-maximal effect; % is set by controls: 0 for no effect and ±100 for the full control effect; nearly all actives have a fitted effect of over 60% in size
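BAZ2B 50 nM plus b-H3(5-23)K14Ac 50 nM, PBS pH 7.4/0.01% Tween-20, 30 min RT; compound added (max 110 uM), 30 min RT; streptavidin donor/Ni-chelate acceptor beads 10 ug/mL final, 20 min dark; AlphaScreen read.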
GLS inhibitor – blocks human kidney-isoform glutaminase activity; GLS enzymatic activity, qHTS titration; Potency, µM (series often up to 45.5 µM), for inactives: at the top dose activity change, negative = inhibition, usual class: inhibitors; 410,000 compounds, 0.21% hits; AID 624170; note: potency is the fitted concentration of half-maximal effect; % is set by controls: 0 for no effect and ±100 for the full control effect
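Compounds were pin-transferred onto hKGA, after which L-glutamine (1 mM solution) and a detection mix of glutamate oxidase, HRP and Amplex Red were added. Initial and 30 min RT fluorescence reads were collected.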
PI4K2A block – PI4K2A (human) kinase inhibition. Q9BTU6. purified PI4K2A, ADP-Glo luminescence, 1 h; active compounds read low. activity change, negative = inhibition, % at 76.9 µM. 420,000 compounds, 0.13% hits; in the data active = activity change below about -50%; inconclusive = mostly about -30% to -49%;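 note: -100% = wells without enzyme as full effect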
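ADP-Glo luminescence measured ADP generated by PI4K2A enzyme (4 ug/mL before mixing) with 1.2 mM PI substrate (pre-mix) and 300 microM ATP (pre-mix). Tris pH7.5 buffer with MgCl2, Triton X-100; 1 h reaction at ambient temperature.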
G9a block – inhibitors of human histone lysine methyltransferase G9a. Q96KQ7. G9a H3K9 monomethylation, AlphaScreen, 2 h. Potency, µM (titrated, usually from 102 µM), without a hit: at the highest dose activity, negative = inhibition, hits mostly inhibitors. 350,000 compounds, 8.8% hits; note: potency is the fitted concentration of half-maximal effect; % is set by controls: 0 for no effect and ±100 for the full control effect; nearly all actives have a fitted effect of over 75% in size
Target sequence (Q96KQ7 913-1193 limits assumed): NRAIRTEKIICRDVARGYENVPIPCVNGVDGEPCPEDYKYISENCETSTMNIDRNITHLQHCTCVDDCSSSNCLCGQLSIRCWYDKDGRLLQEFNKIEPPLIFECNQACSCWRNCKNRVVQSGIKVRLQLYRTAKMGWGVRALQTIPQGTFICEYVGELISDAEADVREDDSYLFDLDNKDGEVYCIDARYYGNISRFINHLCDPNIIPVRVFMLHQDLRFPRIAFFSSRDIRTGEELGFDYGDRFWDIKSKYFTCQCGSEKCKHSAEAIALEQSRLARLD
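G9a (20 nM) preincubated 15 min RT with compounds, then 500 nM biotinylated H3K9 peptide and 20 uM SAM added; 2 h RT reaction. Monomethyl-H3K9 product detected by AlphaScreen with anti-H3K9me1 antibody, streptavidin donor and anti-rabbit IgG acceptor beads.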
ALOX12 inh – blocks human arachidonate 12S-lipoxygenase; purified 12hLO, xylenol orange hydroperoxide absorbance; Potency, µM (titrated, usually from 108 µM), for the others: at the top dose activity change, negative = inhibition, most hits filed as inhibitors; 580,000 compounds, 1.1% hits; note: potency is the fitted concentration of half-maximal effect; % is set by controls: 0 for no effect and ±100 for the full control effect
Target sequence (P18054 whole entry, looked up): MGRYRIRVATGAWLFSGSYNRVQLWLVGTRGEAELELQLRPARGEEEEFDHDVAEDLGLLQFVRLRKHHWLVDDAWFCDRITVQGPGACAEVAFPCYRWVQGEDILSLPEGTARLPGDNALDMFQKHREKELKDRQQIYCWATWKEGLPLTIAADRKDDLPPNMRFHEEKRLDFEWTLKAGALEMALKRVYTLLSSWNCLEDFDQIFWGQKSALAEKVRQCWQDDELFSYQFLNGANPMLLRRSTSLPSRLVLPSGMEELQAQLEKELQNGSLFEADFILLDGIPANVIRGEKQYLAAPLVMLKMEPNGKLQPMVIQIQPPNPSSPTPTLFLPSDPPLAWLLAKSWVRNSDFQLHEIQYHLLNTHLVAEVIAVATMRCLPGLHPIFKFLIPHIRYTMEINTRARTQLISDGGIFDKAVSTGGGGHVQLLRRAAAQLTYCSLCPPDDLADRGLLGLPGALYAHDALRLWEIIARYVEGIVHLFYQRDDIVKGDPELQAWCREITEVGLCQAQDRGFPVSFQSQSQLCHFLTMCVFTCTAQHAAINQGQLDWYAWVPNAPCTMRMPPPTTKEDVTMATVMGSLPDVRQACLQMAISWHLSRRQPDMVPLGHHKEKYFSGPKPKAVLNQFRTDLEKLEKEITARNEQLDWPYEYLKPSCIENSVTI
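Purified human 12hLO (150 nM final) in 25 mM Hepes, 0.01% Triton X-100, pH 7.0 was preincubated 15 min at room temperature with compound. Then 40 uM arachidonic acid was added, 30 min. Hydroperoxide was read by Fe-XO absorbance ratio 573/405 nm.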
RGS4 inhibitor – inhibitors of human regulator of G protein signaling 4; P49798; Transcreener GDP fluorescence polarization, RGS4-accelerated GTP hydrolysis; Potency, µM (titrated, usually from 114 µM), for inactives: at the top dose activity change, negative = inhibition, hits mostly inhibitors; 390,000 compounds, 0.039% hits; note: potency is the fitted concentration of half-maximal effect; % is set by controls: 0 for no effect and ±100 for the full control effect; nearly all actives have a fitted effect of over 75% in size; some results filed as inactive show a strong effect at the top dose
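MLSMR compounds (23 nl, pin-transferred) preincubated 10 min at room temperature with a 500nM (2x) first reagent, then RGS4 at 900nM (2x) plus Transcreener GDP mix added; fluorescence polarization (620/688 nm) read before and after 90 min at 30 °C.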
JMJD2A Tudor – JMJD2A Tudor domain (human) inhibition; AlphaScreen JMJD2A-Tudor / H3K4me3 peptide binding; Potency, µM (series often up to 114 µM), without a hit: top-dose activity change, negative = inhibition, hits mostly inhibitors; 390,000 compounds, 4.4% hits; note: potency is the fitted concentration of half-maximal effect; % is set by controls: 0 for no effect and ±100 for the full control effect; nearly all actives have a fitted effect of over 50% in size
An asterisk follows results filed as active; ? = inconclusive; nt = no result given; & = joins results of further samples; [ ] = remark or other dose. Unless noted, calls come from the whole dose curve; as a rule, active = well fitted curve in the direction sought with a large enough effect; inconclusive = small, poorly fitted or top-dose-only effect, or another doubt; inactive = no such curve, though single readings can be large; an effect the other way counts as inactive or inconclusive.

SMILES	HP1b binding inh	ERG-DNA inh	BAZ2B inh	GLS inhibitor	PI4K2A block	G9a block	ALOX12 inh	RGS4 inhibitor	JMJD2A Tudor
Cc1ccccc1OCC(=O)NNC(=O)CCN1C(=O)c2ccccc2C1=O	39%[activator]	1%	5%	0%	5	-28%	3%	10%	1%
CCOC(=O)c1ccc(NC(=O)c2c(N)n(C)c(=O)n(C)c2=O)cc1	13%	4%	nt	2%	0	nt	2%	5%	-9%
COc1ccc(C2(N3CCN(c4cc(C)ccc4C)CC3)C(=O)c3ccccc3C2=O)cc1	-15%	8%	?	4%	-2	?	-23%	5%	?
O=C(Nc1ccc(NC(=O)c2ccc([N+](=O)[O-])o2)cc1Cl)c1ccco1	19%	-6%	-18%	0%	-5	7%	3%	13%	-12%
CCC(Sc1nc2c(sc3ccccc32)c(=O)n1CCc1ccc(OC)c(OC)c1)C(=O)N(CC)CC (configuration not stated)	30%	-5%	-29%	-6%	2	-23%[59 µM]	0%	-4%	?
COc1c(C)cc(C(=O)C2CCCN(C(=O)c3cccc(F)c3)C2)cc1C (configuration not stated)	53%[activator]	1%	-2%	-3%	0	-3%	-9%	17%	-10%
O=C1CC(c2ccccc2)C(C(=O)Nc2ccccc2F)N1 (configuration not stated)	63%[activator]	-6%	3%	-9%	0	10%	444%[activator]	0%	-6%
CN(c1ccccc1)S(=O)(=O)c1cccc(C(=O)OCC(=O)Nc2ccc3[nH]c(=O)[nH]c3c2)c1	11%	7%	7%	5%	-4	18%[2.33 µM]	-4%	-36%	-14%
O=S(=O)(c1ccc(C2CCCCC2)cc1)N1CCN(c2cc(Cl)ccc2Cl)CC1	7%	4%	-8%	-10%	-16	2%[59 µM]	-12%	-35%	-1%
COc1ccc(C(=O)Nc2cc(OC)ccc2OC)cc1	15%	-8%	-26%	-6%	-11	-26%	131%[activator]	-14%	13%
COc1ccc(CNC(=O)CCN2C(=O)c3ccccc3C2=O)cc1	25%	-8%	-3%	-4%	-7	15%	13%	-8%	-2%
O=C(NC1CCS(=O)(=O)C1)Oc1ccccc1 (configuration not stated)	-4%	5%	-2%	24%	4	-1%[12.7 µM]	3%	-17%[11.4 µM]	-17%[11.4 µM]
C[C@@H]1NS(=O)(=O)[C@H]2C[C@@H]3C=C[C@]2(O3)[C@H]1OC(=O)Nc1ccc(C(F)(F)F)cc1[N+](=O)[O-]	29%	-3%	9%	-5%	-2	7%[0.501 µM]	-26%	11%	-25%
COc1ccc(-n2nnnc2SCC(=O)NC2CCS(=O)(=O)C2)cc1 (configuration not stated)	45%[activator]	-19%	nt	-3%	10	nt	-1%	-16%	-11%
CCOC(=O)Cc1csc(NC(=O)CN2CCOCC2)n1	48%[activator]	6%	-26%	9%	7	4%	3%	-12%	-10%
CCN(CC(=O)Nc1ccc2c(c1)OCCO2)C(=O)COc1cc(C)ccc1Cl	39%[activator]	6%	-2%	-3%	0	-4%[0.501 µM]	21%	-15%	-23%
CN(C)c1ccc(C2NCCS2)cc1 (configuration not stated)	?	1%	-30%	13%	-7	?	-19%	-23%	-28%
COc1cc(Cl)c(C)cc1NC(=O)CSc1nnc(CCC(=O)O)c(=O)[nH]1	6%	1%	-33%	2%	-6	-28%	15%	-4%	-19%
COc1ccc(C2C(C(=O)NCc3ccco3)c3ccccc3C(=O)N2C)cc1 (configuration not stated)	6%	11%	-11%	4%	7	10%	22%	-22%	-14%
Cc1ccc(Cl)cc1N1CCN(Cc2nc3c(c(=O)[nH]c(=O)n3C)n2Cc2ccccc2F)CC1	19%	-3%	4%	-8%	1	40µM*	11%[57.4 µM]	1%	?
O=C(Nc1ccc2c(c1)OCCO2)C1CCCN(S(=O)(=O)Cc2ccccc2)C1 (configuration not stated)	30%	17%	?	13%	6	5%	-22%	-13%	-21%
CC(=O)N/C(=C\c1ccc(Cl)cc1)C(=O)O	10%	12%	-33%	-1%	-5	-23%	?	4%	-13%
CCCC(=O)N1CC(=O)Nc2ccc(C)cc2C1c1ccc(F)cc1 (configuration not stated)	38%	-7%	7%	-6%	3	nt	10%	-8%	-12%
Cc1cc(C(=O)Nc2ccc(N3CCOCC3)c(Cl)c2)c(C)o1	49%[activator]	9%	-25%	-3%	-10	-27%	117%[activator]	-47%	-15%
COc1ccc(-n2cc(CNC3CCC(O)CC3)c(-c3cccc(F)c3)n2)cc1 (configuration not stated)	32%	8%	5%	-4%	-2	nt	-16%	-12%	-5%

In the list so far, two contain a COOH group.
SMILES	HP1b binding inh	ERG-DNA inh	BAZ2B inh	GLS inhibitor	PI4K2A block	G9a block	ALOX12 inh	RGS4 inhibitor	JMJD2A Tudor
COc1cc(Cl)c(C)cc1NC(=O)CSc1nnc(CCC(=O)O)c(=O)[nH]1	6%	1%	-33%	2%	-6	-28%	15%	-4%	-19%
CC(=O)N/C(=C\c1ccc(Cl)cc1)C(=O)O	10%	12%	-33%	-1%	-5	-23%	?	4%	-13%

The main list resumes with the 3 entries that preceded the break.
SMILES	HP1b binding inh	ERG-DNA inh	BAZ2B inh	GLS inhibitor	PI4K2A block	G9a block	ALOX12 inh	RGS4 inhibitor	JMJD2A Tudor
CCCC(=O)N1CC(=O)Nc2ccc(C)cc2C1c1ccc(F)cc1 (configuration not stated)	38%	-7%	7%	-6%	3	nt	10%	-8%	-12%
Cc1cc(C(=O)Nc2ccc(N3CCOCC3)c(Cl)c2)c(C)o1	49%[activator]	9%	-25%	-3%	-10	-27%	117%[activator]	-47%	-15%
COc1ccc(-n2cc(CNC3CCC(O)CC3)c(-c3cccc(F)c3)n2)cc1 (configuration not stated)	32%	8%	5%	-4%	-2	nt	-16%	-12%	-5%
CN(C(=O)CSc1nnc(N)s1)C1CCCCC1	12%	10%	-15%	5%	1	?	13%&0%	-4%	15%
COc1ccc(NC(=O)CCN2C(=O)c3ccncc3C2=O)cc1OC	32%	-1%	6%	-5%	2	0%[12.7 µM]	0%	11%	10%
COc1ccc(CCNC(=O)c2cc(-c3ccncc3)nc3ccc(S(=O)(=O)N4CCOCC4)cc23)cc1OC	42%[activator]	-7%	-15%	-18%	4	9%	-16%	-1%[56.9 µM]	-20%
Cc1ccc(S(=O)(=O)N2CCOCC2)cc1NC(=O)COc1ncnc2ccccc12	30%	-3%	7%	6%	-2	13%[59 µM]	-14%	-3%	-10%[57.1 µM]
COc1cccc(CNC(=O)Cc2csc3ccccc23)c1OC	42%[activator]	-3%	0%	4%	-2	-5%[59 µM]	-13%	-5%	-9%
COc1ccc(C(C)=O)cc1COC(=O)CSCC(=O)Nc1ccc(C)cc1	26%	-19%	79µM*	0%	2	1%[0.501 µM]	21%	5%	-8%
O=C(Cc1cccs1)N1CCN(S(=O)(=O)c2ccc(Br)cc2)CC1	45%[activator]	7%	-27%	0%	1	?	-1%	-4%	4%
COCCCN(C(=O)CCOc1ccc(C(C)(C)C)cc1)c1c(N)n(Cc2ccccc2)c(=O)[nH]c1=O	18%	0%	5%	-1%	-4	-30%	nt	-4%	0%
COc1ccc(/C=C/C(=O)N(C)C2CCS(=O)(=O)C2)cc1OC (configuration not stated)	21%	-14%	-31%	1%	3	0%[59 µM]	-13%	-6%	10%
COc1cccc(C(=O)NC(=S)NCc2ccco2)c1	13%	-6%	-35%	3%	-4	?	?	-21%	-13%[57.1 µM]
Cn1nnnc1SCC(=O)N1c2ccccc2Sc2ccccc21	17%	-10%	1%	6%	-2	?	1%	-7%	2%
CCCNC(=O)C1CC(c2ccc(C(F)(F)F)cc2)=NO1 (configuration not stated)	36%[activator]	-8%	3%	-3%	2	25%[59 µM]	-38%	-3%	0%
CCOc1ccc(NC(=O)Cn2nc(-c3ccncc3)ccc2=O)cc1	13%[57 µM]	-2%	5%	0%	2	12%[59 µM]	-29%	-18%	-3%
CC(C)OC(=O)CC1C(=O)NCCN1C(=O)COc1ccc(C(C)(C)C)cc1 (configuration not stated)	-1%	2%	7%	4%	1	2%	-28%	11%	-11%
CCn1c(=O)c2c(nc3n2CCCN3CCc2ccc(OC)c(OC)c2)n(C)c1=O	19%	1%	2%	-11%	2	-12%	1%	-8%	-14%

An excerpt of these results, field by field.
molecule: CC(C)OC(=O)CC1C(=O)NCCN1C(=O)COc1ccc(C(C)(C)C)cc1 (configuration not stated)
  HP1b binding inh: -1%	ERG-DNA inh: 2%	BAZ2B inh: 7%	GLS inhibitor: 4%	PI4K2A block: 1	G9a block: 2%	ALOX12 inh: -28%	RGS4 inhibitor: 11%	JMJD2A Tudor: -11%

molecule: CCn1c(=O)c2c(nc3n2CCCN3CCc2ccc(OC)c(OC)c2)n(C)c1=O
  HP1b binding inh: 19%	ERG-DNA inh: 1%	BAZ2B inh: 2%	GLS inhibitor: -11%	PI4K2A block: 2	G9a block: -12%	ALOX12 inh: 1%	RGS4 inhibitor: -8%	JMJD2A Tudor: -14%

An excerpt; the hit share may differ from the screen's.
